CRFBP-R2 block: blocks CRF-induced signaling of the CRF-BP/CRF-R2 complex | HEK293 CRF-R2/CRF-BP, CRF-induced calcium fluorescence | inhibition, % at 11.8 µM | 350,000 tested, 0.59% active;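 active = inhibition of the ligand-induced calcium signal above about 50% at the single tested concentration, limit read from the data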
M5 PAM: positive allosteric modulators of human muscarinic M5 receptor | AID 624038 | P08912 | CHO-K1 hM5, Fluo-8 calcium, ACh EC20 PAM; 0% = ACh EC20, 100% = ACh EC100 | activation, % at 3 µM | 360,000 tested, 0.3% active;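 active = activation above the run cutoff, the mean activation of all test compounds plus 3 SD, cut at about 18% in these data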
Target sequence (P08912 whole entry, looked up): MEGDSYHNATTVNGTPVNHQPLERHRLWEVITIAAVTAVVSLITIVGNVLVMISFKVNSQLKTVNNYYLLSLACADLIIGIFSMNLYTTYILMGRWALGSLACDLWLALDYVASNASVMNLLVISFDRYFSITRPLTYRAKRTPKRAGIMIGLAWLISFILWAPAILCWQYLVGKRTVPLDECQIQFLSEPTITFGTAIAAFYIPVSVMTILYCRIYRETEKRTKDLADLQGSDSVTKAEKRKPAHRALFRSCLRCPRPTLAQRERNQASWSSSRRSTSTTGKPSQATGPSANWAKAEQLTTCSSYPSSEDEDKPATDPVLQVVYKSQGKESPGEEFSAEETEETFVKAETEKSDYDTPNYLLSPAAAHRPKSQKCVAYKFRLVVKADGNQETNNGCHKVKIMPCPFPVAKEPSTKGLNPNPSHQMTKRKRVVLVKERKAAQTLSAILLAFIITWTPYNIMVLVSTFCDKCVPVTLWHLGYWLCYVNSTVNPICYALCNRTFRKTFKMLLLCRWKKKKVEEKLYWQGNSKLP
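System: CHO-K1 cell line with stable human muscarinic M5 receptor expression | Also added: EC20 acetylcholine as agonist stimulus | Compound: One concentration, 3 µM final (nominal) | Timing: Fluo-8 loading 80 min at 37 °C plus 30 min room temperature | Measured by: Fluo-8 calcium dye fluorescence, kinetic read | Read-out basis: % activation, ACh-normalized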
M4 ag: CHRM4 agonism in calcium assay; CHO-K1 hM4/Gqi5, Fluo-8 calcium fluorescence; vehicle 0%, full acetylcholine response 100%; activation, % at 3 µM; 360,000 tested, 0.14% active; AID 624127;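 active = activation above the run mean over all test wells plus 3 SD, cut at about 32% in these data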;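 also: peak over basal fluorescence ratio per well then scaled between controls; 0% = DMSO wells and 100% = acetylcholine at EC100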
M5 antag: CHRM5 antagonism in calcium assay | CHO-hM5 cells, Fluo-8 calcium fluorescence, ACh EC80 | inhibition, % at 3 µM | P08912 | 360,000 tested, 0.59% active;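 active = inhibition above a per-plate cutoff, the mean of that plate's test compounds plus 3 SD, cut at about 27% in these data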;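 also: 0% = acetylcholine EC80 with DMSO and 100% = DMSO without agonist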
M4 antag: antagonists of human muscarinic M4 receptor (CHRM4) | P08173 | CHO-hM4 cells, ACh EC80, Fluo-8 calcium fluorescence | inhibition, % at 3 µM | 360,000 tested, 0.73% active;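 active = inhibition above its plate's cutoff, the mean inhibition of sample wells plus 3 SD, cut at about 27% in these data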;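 also: 0% = acetylcholine EC80 with DMSO and 100% = DMSO without agonist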
CRFBP-R2 agonist: agonists of human CRF-binding protein/CRF-R2 receptor complex. 350,000 tested, 0.46% active. activation, % at 13.2 µM. HEK293 CRF-R2/CRF-BP, calcium dye fluorescence (FLIPR); percent of saturating CRF peptide response. AID 588473;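 active = activation of at least 50%, plus an integration ratio under a set limit after plate pattern correction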;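 also: plate controls were neutral control wells without compound for no effect and CRF at EC100 for full effect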
CHRM4 PAM: CHRM4 positive allosteric modulation. CHO-K1 hM4/Gqi5, Fluo-8 calcium fluorescence, ACh EC20; 0% = ACh EC20, 100% = maximal ACh. activation, % at 3 µM. 360,000 tested, 0.4% active;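 active = activation above its plate's cutoff, the mean activation of sample wells plus 3 SD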; also: some results filed as inactive read as strong as hits
IDE cell inh: inhibits human insulin-degrading enzyme in HEK cells | P14735 | FAbetaB cleavage, fluorescence polarization | inhibition, % at 5.59 µM | 320,000 tested, 0.41% active;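 active = percent inhibition above the average of all tested compounds plus 3 SD, set per screening campaign, cut at about 16% in these data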;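 also: IDE supplied by intact live HEK cells; FP after avidin binding of uncleaved biotin substrate so inhibition keeps polarization high; 0% = DMSO wells and 100% = 60 µM reference IDE inhibitor Ii1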
CHRM5 agonist: agonists of human muscarinic M5 receptor (CHRM5). activation, % at 3 µM. CHO-K1 hM5 cells, Fluo-8 calcium fluorescence; 0% DMSO wells, 100% maximal acetylcholine response. P08912. 360,000 tested, 0.19% active;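 active = activation above the run's mean over test compounds plus 3 SD, cut at about 23% in these data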;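 also: signal is peak over basal fluorescence ratio across the kinetic read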
Active calls of the source: *; nt = no result given.

cpd	structure	CRFBP-R2 block	M5 PAM	M4 ag	M5 antag	M4 antag	CRFBP-R2 agonist	CHRM4 PAM	IDE cell inh	CHRM5 agonist
1	COc1ccc(C=Nc2cccc3c(=O)[nH][nH]c(=O)c23)c2ccccc12	-6	5	0	-3	-11	0.0	-4	0	-2
2	O=C(O)CSc1nnc(COc2cccc3cccnc23)n1-c1ccc(Cl)cc1	9	-15	10	17	7	1.6	-10	4	1
3	Cc1c(C=NNC(=O)c2ccc(Br)cc2)c2ccccn2c1C(=O)c1ccncc1	4	4	0	6	2	0.8	3	5	4
4	O=C(NC1CCCCC1)C1c2ccccc2C(=O)N1Cc1ccco1 (stereo unspecified)	-19	1	1	-5	4	-0.6	-2	1	-1
5	Cc1cc(C)c(S(=O)(=O)NCc2ccccn2)cc1C	1	-3	2	-3	-3	1.5	-5	8	1
6	CCOC(=O)N1CCN(C(=O)/C=C/c2c(C)nn(-c3ccc(F)cc3)c2Cl)CC1	16	11	-1	0	5	-0.7	4	nt	8
7	O=[N+]([O-])c1ccc(N2CCN(c3ccccc3O)CC2)cc1	2	-5	2	11	1	-0.6	-5	-1	2
8	O=C(O)COc1ccc(=O)n(-c2ccccc2)n1	-15	-1	0	1	7	0.2	-1	-1	-2
9	CN1/C(=C\C=Nc2ccc3ccccc3c2)C(C)(C)c2ccccc21	nt	-8	2	9	-5	nt	-1	2	-5
10	CCN(C(=O)CSc1nnc(-c2ccc(OC)cc2)n1N)c1c(N)n(Cc2ccccc2)c(=O)[nH]c1=O	-5	-6	1	13	2	1.2	1	nt	2
11	CN1CCN(S(=O)(=O)c2ccc(Br)s2)CC1	-15	-5	1	-1	7	-1.0	-8	4	-2
12	COC(=O)Cn1ncc2c3ccccc3n(Cc3ccccc3)c2c1=O	2	-7	1	4	4	-1.7	1	0	-2
13	C=CCn1c(SCC(=O)Nc2ccc(C(=O)OCC)cc2)nnc1-c1sc(N)nc1C	37	2	1	-9	-6	-3.7	8	3	-2
14	COc1ccc(C2C(C(=O)N3CCOCC3)=C(C)NC3=C2C(=O)CC(C)(C)C3)c(OC)c1 (stereo unspecified)	1	1	0	0	-4	0.7	9	1	-1
15	C/C(=N\Nc1ccccn1)c1ccc(N2CCOCC2)cc1	1	12	0	-4	5	-1.6	0	1	3
16	Cc1nnc(-c2ccccc2)[nH]c1=O	-5	-8	2	10	0	1.2	6	6	-2
17	CC1=NNC(=O)C1CCC(=O)N/N=C/c1ccccc1 (stereo unspecified)	1	9	1	3	-2	2.2	-6	-4	-2
18	CC(OC(=O)CNC(=O)C12CC3CC(CC(C3)C1)C2)C(=O)Nc1ccc(S(N)(=O)=O)cc1 (stereo unspecified)	-11	8	1	-7	1	-2.8	0	4	3
19	COc1cc(NC(=O)c2cc(S(=O)(=O)N3CCc4ccccc43)cn2C)cc(OC)c1OC	11	3	3	-8	-12	-1.0	-2	2	-3
20	Cc1ccc(C(=O)N/C(=C\c2ccc(-c3ccccc3[N+](=O)[O-])o2)C(=O)NCCCN2CCOCC2)cc1	3	0	1	-1	12	2.6	-2	1	-1

Single records (already shown). Screens in order: CRFBP-R2 block	M5 PAM	M4 ag	M5 antag	M4 antag	CRFBP-R2 agonist	CHRM4 PAM	IDE cell inh	CHRM5 agonist
CC1=NNC(=O)C1CCC(=O)N/N=C/c1ccccc1 (stereo unspecified) is listed with 1	9	1	3	-2	2.2	-6	-4	-2
O=C(O)CSc1nnc(COc2cccc3cccnc23)n1-c1ccc(Cl)cc1 is listed with 9	-15	10	17	7	1.6	-10	4	1
Cc1c(C=NNC(=O)c2ccc(Br)cc2)c2ccccn2c1C(=O)c1ccncc1 is listed with 4	4	0	6	2	0.8	3	5	4

Other entries:
cpd	structure	CRFBP-R2 block	M5 PAM	M4 ag	M5 antag	M4 antag	CRFBP-R2 agonist	CHRM4 PAM	IDE cell inh	CHRM5 agonist
21	Cc1ccc(NC(=O)CSc2nnc(-c3ccncc3)n2C)cc1C	6	-4	1	4	6	-0.7	4	16	-3
22	COc1ccc(CNC(=O)c2ccc3nccnc3c2)cc1	1	-1	1	4	-3	-0.6	9	6	-1
23	O=C(COc1ccc2ccccc2c1Br)Nc1cccnc1	-8	-4	9	5	1	-0.1	-6	10	-3
24	CN1CCN(/N=C/c2c3ccccc3c(Cl)c3ccccc23)CC1	-14	-5	3	15	4	4.5	3	2	-9
25	COc1ccc(-c2nc(CN3CCC(c4ccccc4)CC3)c(C)o2)cc1OC	-9	2	1	3	1	-0.1	-2	4	3
26	O=C(NS(=O)(=O)Oc1ccc(Cl)cc1)OC[C@@H]1CCCN2CCCC[C@H]12	15	-3	1	2	4	-1.5	5	1	-2
27	O=[N+]([O-])c1ccc(-c2nc(-c3cccs3)c(-c3cccs3)[nH]2)cc1	-39	-17	12	18	10	33	-15	5	2
28	CNC(=O)OCc1cocc1COC(=O)NC	nt	-2	1	0	-5	nt	14	nt	3
29	C1=CC(c2cc3ccccc3o2)OC(CCc2ccccc2)C1 (stereo unspecified)	-6	-1	-1	-4	-21	2.3	9	3	6
30	Cc1cc(NC(=O)COc2ccccc2C)ccc1NC(=O)c1ccco1	-5	-2	5	8	8	-0.8	-3	0	0
31	COc1ccc(S(=O)(=O)N(C)C)cc1NCC(=O)Nc1cccc(C#N)c1	-11	-4	3	0	2	-0.4	3	2	-2
32	O=C(O)c1cc(NCc2ccc(F)cc2)ccc1N1CCOCC1	6	-4	1	-3	-9	8.7	9	2	-4
33	CC1(C(=O)Nc2ccc3c(c2)OCO3)CCN1Cc1ccccc1OC(F)F (stereo unspecified)	nt	-1	5	10	-14	nt	4	nt	-1
34	CCN(CC)c1ccc(C(=O)NNC(=O)C2CCN(c3ncnc4sc(C)c(C)c34)CC2)cc1	-4	-10	4	-1	-12	0.0	3	nt	3
35	COC(=O)Nc1ccc(C)cc1NC(=O)OC	13	1	0	4	2	-0.6	4	-1	-2
36	CN(C(=O)COc1cc(=O)n(C)c2ccccc12)c1cccc(Cl)c1	14	-4	1	0	-5	-1.9	-2	1	0
37	COc1cccc(CC(=O)OCC(=O)NC(=O)c2ccc(OC(F)F)cc2)c1	13	-3	1	0	-1	-0.8	1	1	-1
38	COc1ccccc1NS(=O)(=O)c1ccc(Cl)c(NC(=S)NC(=O)C2CCCC2)c1	-28	-5	-1	7	2	1.8	-3	-4	-2
39	CN(C)/C=C/C(=O)c1ccc(-c2ccc(Cl)cc2Cl)o1	1	0	1	13	-8	-1.6	8	0	-2
40	CC(C)Nc1ncnc2c1cnn2-c1ccc(Cl)cc1	-33	1	9	0	-9	-1.7	5	1	0
41	O=C(Cn1cnc2ccccc2c1=O)Nc1cccc(S(=O)(=O)N2CCCCC2)c1	-19	3	1	5	6	-1.2	5	-1	0
42	CSCC[C@H](NC(=O)[C@@H]1CSC2c3ccccc3C(=O)N21)C(=O)NCc1ccco1 (stereo partly specified)	-2	4	0	-9	5	0.3	3	1	0
43	C(=N\n1cnnc1)/c1cn(Cc2ccccc2)c2ccccc12	-36	-1	8	0	0	-1.4	7	6	1
44	CCOc1ccc(S(=O)(=O)NC(=O)c2ccccc2)cc1	14	6	1	-19	-4	5.4	6	1	-3
45	O=C(Nc1nnc([C@H]2C[C@H](O)[C@@H](CO)O2)s1)c1cccc(Cl)c1	nt	2	0	0	-15	nt	2	nt	0
46	CCCCSc1nnc(NC(=O)CCc2ccccc2)s1	-8	11	1	-5	9	-0.8	-2	-2	-3
47	Cn1c(NCCO)nc2c(c1=O)C1(CCCCC1)Cc1ccccc1-2	10	1	4	-1	-8	3.6	8	-3	2
48	O=C(Nc1ccc(Cl)cc1)C1CCC(=O)N1Cc1ccccc1Cl (stereo unspecified)	7	1	2	-1	5	-0.3	8	0	0
49	Cc1cccc(NNC(N)=S)c1	-7	-20	23	17	4	0.3	-13	-1	0
50	Nc1c(N(CCC2=CCCCC2)C(=O)c2ccco2)c(=O)[nH]c(=O)n1Cc1ccccc1	-11	5	1	-1	1	0.2	-4	7	-2
51	COc1ccc(-n2nnnc2SCC(=O)N2CCOCC2)cc1	22	-6	1	-2	-9	1.9	5	4	2
52	O=C(C[C@@H]1C[C@@H]2c3cc(NS(=O)(=O)c4ccc(F)cc4)ccc3O[C@@H]2[C@H](CO)O1)NCc1ccc(Oc2ccccc2)cc1	nt	-6	9	6	9	nt	-9	nt	3
53	CCOc1ccccc1N1CCN(S(=O)(=O)c2ccc(F)c(F)c2)CC1	-27	-3	0	-5	-5	-1.9	15	5	-2
54	CCCSc1n[nH]c(NC(C)=O)n1	56*	-2	1	2	1	-0.5	-1	-2	2
55	C[C@H]1CCCCO[C@H](CN(C)CC2CCCCC2)[C@@H](C)CN([C@@H](C)CO)C(=O)c2cc(NS(=O)(=O)c3ccccc3)ccc2O1	-34	-5	1	11	1	-0.2	-3	nt	-3
56	O=C(CCC(=O)N1CCCC1)N1CCCC1	3	-3	1	10	11	0.1	-8	6	-1
57	O=C(NNC(=O)c1cccnc1SCc1cccc([N+](=O)[O-])c1)c1ccc(F)cc1	8	-6	9	1	-3	-1.4	-2	4	1
58	Cc1cc(C)n(-c2c(C)[nH]c3ccccc23)n1	-5	-3	5	1	-11	4.5	-3	-1	0
59	COc1ccc(NC(=O)Cn2cnc3sc(C)c(S(=O)(=O)N4CCOCC4)c3c2=O)cc1Cl	-5	8	1	1	-3	-0.1	7	7	-3
60	O=C(c1n[nH]c2ccccc12)N1CCCCC1	-16	7	1	0	-2	1.2	-7	3	0
61	Cc1nc2ncnn2c(C)c1Cc1ccc(Cl)cc1F	10	4	0	-5	1	-3.0	6	-1	0

Screening results deposited in PubChem by several laboratories.
